CHRM5 PAM: positive allosteric modulators of human muscarinic M5 receptor; CHO-K1 hM5, Fluo-8 calcium, ACh EC20 PAM; 0% = ACh EC20, 100% = ACh EC100; activation, % at 3 µM; P08912; AID 624038; 360,000 compounds, 0.3% hits;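 active = activation above the run cutoff, the mean activation of all test compounds plus 3 SD, cut at about 18% in these data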
Target sequence (P08912 whole entry, looked up): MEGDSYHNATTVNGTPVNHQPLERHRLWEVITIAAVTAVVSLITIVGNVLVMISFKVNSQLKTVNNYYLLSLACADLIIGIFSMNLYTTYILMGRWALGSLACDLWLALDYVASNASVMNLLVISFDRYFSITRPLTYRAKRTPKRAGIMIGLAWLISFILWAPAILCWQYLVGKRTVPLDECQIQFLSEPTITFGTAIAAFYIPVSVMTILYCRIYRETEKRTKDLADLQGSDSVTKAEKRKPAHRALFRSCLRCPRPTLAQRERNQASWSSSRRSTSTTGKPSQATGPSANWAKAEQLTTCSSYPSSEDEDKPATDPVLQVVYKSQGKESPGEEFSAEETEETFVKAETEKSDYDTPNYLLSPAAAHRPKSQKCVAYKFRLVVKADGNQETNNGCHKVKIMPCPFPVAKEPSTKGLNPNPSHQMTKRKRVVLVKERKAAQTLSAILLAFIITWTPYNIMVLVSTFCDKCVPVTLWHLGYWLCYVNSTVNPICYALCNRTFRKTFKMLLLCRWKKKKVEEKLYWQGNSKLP
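Probe or stimulus: acetylcholine, EC20 level; Assay system: human M5 receptor in CHO-K1 cells; Schedule: compound preincubation 140 s before EC20 acetylcholine addition; Technique: intracellular calcium via Fluo-8 fluorescence; Dosing: single-point, 3 µM nominal; Read-out basis: percent activation from peak-over-basal fluorescence ratio, scaled EC20-to-EC100 acetylcholine; Repeats: one well per compound, no replicates.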
CHRM5 agonist: agonists of human muscarinic M5 receptor (CHRM5); activation, % at 3 µM; 360,000 compounds, 0.19% hits; P08912; CHO-K1 hM5 cells, Fluo-8 calcium fluorescence; 0% DMSO wells, 100% maximal acetylcholine response;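 active = activation above the run's mean over test compounds plus 3 SD, cut at about 23% in these data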;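 also: signal is peak over basal fluorescence ratio across the kinetic read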
CRFBP-R2 agonist: agonists of human CRF-binding protein/CRF-R2 receptor complex. HEK293 CRF-R2/CRF-BP, calcium dye fluorescence (FLIPR); percent of saturating CRF peptide response. activation, % at 13.2 µM. 350,000 compounds, 0.46% hits. AID 588473;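 active = activation of at least 50%, plus an integration ratio under a set limit after plate pattern correction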;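 also: plate controls were neutral control wells without compound for no effect and CRF at EC100 for full effect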
CHRM5 antagonist: antagonists of human muscarinic M5 receptor (CHRM5); CHO-hM5 cells, Fluo-8 calcium fluorescence, ACh EC80; 360,000 compounds, 0.59% hits; inhibition, % at 3 µM; P08912;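 active = inhibition above a per-plate cutoff, the mean of that plate's test compounds plus 3 SD, cut at about 27% in these data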;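 also: 0% = acetylcholine EC80 with DMSO and 100% = DMSO without agonist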
CHRM1 PAM: potentiates human M1 receptor response to acetylcholine; 360,000 compounds, 0.088% hits; CHO-K1 hM1, Fluo-8 calcium fluorescence, ACh EC20; 0% = ACh EC20, 100% = maximal ACh; activation, % at 3 µM; P11229; in the data active = activation above about 19%, passing the limit was not always enough
Target sequence (P11229 whole entry, looked up): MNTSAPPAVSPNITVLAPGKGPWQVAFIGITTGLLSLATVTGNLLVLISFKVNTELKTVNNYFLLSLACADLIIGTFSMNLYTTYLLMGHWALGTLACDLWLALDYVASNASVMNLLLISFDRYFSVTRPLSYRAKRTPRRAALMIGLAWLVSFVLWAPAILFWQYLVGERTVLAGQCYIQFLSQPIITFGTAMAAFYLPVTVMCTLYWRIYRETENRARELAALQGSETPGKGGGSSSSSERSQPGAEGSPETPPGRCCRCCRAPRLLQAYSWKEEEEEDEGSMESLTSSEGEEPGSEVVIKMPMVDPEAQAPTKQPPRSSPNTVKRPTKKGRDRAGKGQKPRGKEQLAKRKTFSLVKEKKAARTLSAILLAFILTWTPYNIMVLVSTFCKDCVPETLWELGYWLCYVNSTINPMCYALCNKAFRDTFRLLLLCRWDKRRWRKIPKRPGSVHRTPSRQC
CRFBP-R2 block: CRF-BP/CRF-R2 complex antagonism; HEK293 CRF-R2/CRF-BP, CRF-induced calcium fluorescence; inhibition, % at 11.8 µM; 350,000 compounds, 0.59% hits;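 active = inhibition of the ligand-induced calcium signal above about 50% at the single tested concentration, limit read from the data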
M4 ag: agonists of human muscarinic M4 receptor (CHRM4). AID 624127. 360,000 compounds, 0.14% hits. activation, % at 3 µM. CHO-K1 hM4/Gqi5, Fluo-8 calcium fluorescence; vehicle 0%, full acetylcholine response 100%;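 active = activation above the run mean over all test wells plus 3 SD, cut at about 32% in these data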;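 also: peak over basal fluorescence ratio per well then scaled between controls; 0% = DMSO wells and 100% = acetylcholine at EC100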
M4 PAM: positive allosteric modulators of human muscarinic M4 receptor; CHO-K1 hM4/Gqi5, Fluo-8 calcium fluorescence, ACh EC20; 0% = ACh EC20, 100% = maximal ACh; activation, % at 3 µM; 360,000 compounds, 0.4% hits; AID 624126;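 active = activation above its plate's cutoff, the mean activation of sample wells plus 3 SD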; also: some results filed as inactive read as strong as hits
M4 antag: CHRM4 antagonism in calcium assay; CHO-hM4 cells, ACh EC80, Fluo-8 calcium fluorescence; inhibition, % at 3 µM; 360,000 compounds, 0.73% hits;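 active = inhibition above its plate's cutoff, the mean inhibition of sample wells plus 3 SD, cut at about 27% in these data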;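 also: 0% = acetylcholine EC80 with DMSO and 100% = DMSO without agonist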
An asterisk follows results filed as active.

What do the screens show for `CCn1c2ccccc2c2nnc(SCC(=O)NCCOC)nc21`?
CHRM5 PAM: -2; CHRM5 agonist: 1; CRFBP-R2 agonist: -0.1; CHRM5 antagonist: -1; CHRM1 PAM: 4; CRFBP-R2 block: 1; M4 ag: 2; M4 PAM: -2; M4 antag: 3

How did COc1ccc(NC(=O)CN(C)C(=O)/C=C/c2ccc(S(=O)(=O)N3CCCCCC3)cc2)cc1 do in these assays?
CHRM5 PAM: -1; CHRM5 agonist: -2; CHRM5 antagonist: 11; CHRM1 PAM: 5; M4 ag: 6; M4 PAM: 5; M4 antag: -2

What do the screens show for `CC[C@]12c3[nH]c4ccc(OC)cc4c3CCN1C(=O)C(CC(=O)NC/C=C(\C)CCC=C(C)C)C[C@@H]2C(=O)N1CCN(C(=O)C2CC2)CC1` (some centres not stated)?
CHRM5 PAM: -4; CHRM5 agonist: -3; CRFBP-R2 agonist: 0.0; CHRM5 antagonist: -1; CHRM1 PAM: 8; CRFBP-R2 block: 1; M4 ag: -2; M4 PAM: -3; M4 antag: -21

What do the screens show for `COc1ccc(NC(=O)CCC(=O)c2ccc(Cl)cc2)cn1`?
CHRM5 PAM: 6; CHRM5 agonist: 0; CRFBP-R2 agonist: -0.2; CHRM5 antagonist: -8; CHRM1 PAM: 10; CRFBP-R2 block: -2; M4 ag: 0; M4 PAM: 0; M4 antag: -6

How did O=C(N/N=C/c1ccco1)c1cccc(NC(=O)c2ccccc2Cl)c1 do in these assays?
CHRM5 PAM: -1; CHRM5 agonist: -1; CRFBP-R2 agonist: -1.1; CHRM5 antagonist: -3; CHRM1 PAM: 4; CRFBP-R2 block: 2; M4 ag: 8; M4 PAM: -9; M4 antag: -6

How did Cc1ccc(C(C)(C)C)cc1S(=O)(=O)Nc1nc2ccccc2nc1Cl do in these assays?
CHRM5 PAM: -1; CHRM5 agonist: -4; CRFBP-R2 agonist: 12; CHRM5 antagonist: -1; CHRM1 PAM: 6; CRFBP-R2 block: 64*; M4 ag: 3; M4 PAM: -3; M4 antag: -3

Results for CCc1cc2cccc(C)c2nc1SCC(=O)Nc1cc(C)on1 ?
CHRM5 PAM: -9; CHRM5 agonist: -2; CRFBP-R2 agonist: 1.0; CHRM5 antagonist: -8; CHRM1 PAM: 0; CRFBP-R2 block: -117; M4 ag: 1; M4 PAM: -6; M4 antag: 10

What do the screens show for `CCOc1ccc(N(CC(=O)NCc2ccco2)S(C)(=O)=O)cc1`?
CHRM5 PAM: 3; CHRM5 agonist: -4; CRFBP-R2 agonist: -1.9; CHRM5 antagonist: -2; CHRM1 PAM: 5; CRFBP-R2 block: 28; M4 ag: 0; M4 PAM: 6; M4 antag: 10

How did O=C(c1cc2ccccc2o1)N1CCCC1 do in these assays?
CHRM5 PAM: 11; CHRM5 agonist: 1; CRFBP-R2 agonist: 3.1; CHRM5 antagonist: 0; CHRM1 PAM: 20; CRFBP-R2 block: -2; M4 ag: 1; M4 PAM: 7; M4 antag: -10

Results for Cc1cc([N+](=O)[O-])c(N2CCC[C@@H]2C(=O)O)c([N+](=O)[O-])c1 ?
CHRM5 PAM: 3; CHRM5 agonist: -1; CRFBP-R2 agonist: 0.3; CHRM5 antagonist: -1; CHRM1 PAM: 5; CRFBP-R2 block: 0; M4 ag: 1; M4 PAM: -1; M4 antag: -4

What do the screens show for `CCN(C(=N)N=C(N)N)c1ccccc1`?
CHRM5 PAM: 4; CHRM5 agonist: -1; CRFBP-R2 agonist: -1.2; CHRM5 antagonist: -4; CHRM1 PAM: -5; CRFBP-R2 block: 9; M4 ag: 0; M4 PAM: 4; M4 antag: -6

How did C=CCc1cc(Cl)ccc1OCCOCCNC(C)(C)C do in these assays?
CHRM5 PAM: 0; CHRM5 agonist: -9; CRFBP-R2 agonist: 0.3; CHRM5 antagonist: -4; CHRM1 PAM: -14; CRFBP-R2 block: -24; M4 ag: 3; M4 PAM: -11; M4 antag: 9

How did CCN1C(=O)/C(=C/c2cccs2)N(C)C1=S do in these assays?
CHRM5 PAM: -4; CHRM5 agonist: -13; CRFBP-R2 agonist: -0.3; CHRM5 antagonist: 2; CHRM1 PAM: 5; CRFBP-R2 block: -14; M4 ag: 0; M4 PAM: 2; M4 antag: -6

Results for COCCn1c(=O)[nH]c2cc(C(=O)N3CCN(c4ccccc4OC)CC3)ccc2c1=O ?
CHRM5 PAM: -5; CHRM5 agonist: 3; CRFBP-R2 agonist: -1.6; CHRM5 antagonist: 3; CHRM1 PAM: 2; CRFBP-R2 block: 3; M4 ag: 1; M4 PAM: 2; M4 antag: 0

Results for CCCCCCCCCS(=O)(=O)N/N=C/c1cccc([N+](=O)[O-])c1 ?
CHRM5 PAM: -6; CHRM5 agonist: 1; CRFBP-R2 agonist: -3.6; CHRM5 antagonist: -1; CHRM1 PAM: -2; CRFBP-R2 block: -33; M4 ag: 9; M4 PAM: 5; M4 antag: 3

Results for COc1ccc(-n2c(COc3cccc4cccnc34)nnc2SCC(=O)O)cc1 ?
CHRM5 PAM: -8; CHRM5 agonist: -4; CRFBP-R2 agonist: 0.5; CHRM5 antagonist: -3; CHRM1 PAM: 2; CRFBP-R2 block: 7; M4 ag: 0; M4 PAM: -10; M4 antag: 5

What do the screens show for `CCCOc1ccc(C(=O)Nc2ccc(NC(=O)c3cccs3)cc2)cc1`?
CHRM5 PAM: 2; CHRM5 agonist: -1; CRFBP-R2 agonist: -0.3; CHRM5 antagonist: 7; CHRM1 PAM: -6; CRFBP-R2 block: -3; M4 ag: 2; M4 PAM: 3; M4 antag: -11

Results for COc1ccc(N(CC(=O)NC2CCCC2)C(=O)CCC(=O)Nc2cc(C)on2)cc1 ?
CHRM5 PAM: 7; CHRM5 agonist: -3; CRFBP-R2 agonist: 0.3; CHRM5 antagonist: 2; CHRM1 PAM: -5; CRFBP-R2 block: 2; M4 ag: 1; M4 PAM: -2; M4 antag: -3

How did Cn1c(CN2CCOCC2)nnc1SCC(=O)NCCc1ccccc1 do in these assays?
CHRM5 PAM: 0; CHRM5 agonist: 2; CRFBP-R2 agonist: -0.2; CHRM5 antagonist: 2; CHRM1 PAM: 2; CRFBP-R2 block: -4; M4 ag: 1; M4 PAM: -4; M4 antag: 3

How did CC(=O)NC(NC(=S)Nc1cccc(Br)c1)C(Cl)(Cl)Cl (configuration not stated) do in these assays?
CHRM5 PAM: -5; CHRM5 agonist: 3; CRFBP-R2 agonist: -1.7; CHRM5 antagonist: 7; CHRM1 PAM: -1; CRFBP-R2 block: 21; M4 ag: 8; M4 PAM: -11; M4 antag: -7

How did COc1ccc2c(c1)OC[C@H]1[C@H]2N2C(=O)CN(Cc3ccc(F)cc3)C(=O)[C@@]2(C)[C@H]1c1ccccc1 do in these assays?
CHRM5 PAM: -7; CHRM5 agonist: 1; CRFBP-R2 agonist: 1.1; CHRM5 antagonist: 12; CHRM1 PAM: 7; CRFBP-R2 block: -4; M4 ag: 3; M4 PAM: -5; M4 antag: 2

What do the screens show for `O=C(NCC1CC1)c1cc2c(c(-c3cccc(-c4ccccc4F)c3)n1)[C@@H](CCO)N(C(=O)CC1CC1)C2`?
CHRM5 PAM: -5; CHRM5 agonist: 2; CHRM5 antagonist: 4; M4 ag: 6; M4 PAM: 10; M4 antag: -8

Results for COC(=O)C1C(c2ccc(OC)cc2)Nc2nnc(C(F)(F)F)n2C1(C)O (configuration not stated) ?
CHRM5 PAM: 6; CHRM5 agonist: -3; CRFBP-R2 agonist: 2.6; CHRM5 antagonist: 7; CHRM1 PAM: 4; CRFBP-R2 block: -2; M4 ag: 2; M4 PAM: 10; M4 antag: -2

How did Cc1ccc(N/N=C/c2c(O)cc(C)oc2=O)cc1 do in these assays?
CHRM5 PAM: -1; CHRM5 agonist: 0; CRFBP-R2 agonist: 1.8; CHRM5 antagonist: 11; CHRM1 PAM: 6; CRFBP-R2 block: -3; M4 ag: 0; M4 PAM: 7; M4 antag: -4

How did COc1ccccc1NC(=S)N(Cc1ccccn1)Cc1ccccc1Cl do in these assays?
CHRM5 PAM: -3; CHRM5 agonist: 3; CRFBP-R2 agonist: -0.1; CHRM5 antagonist: 10; CHRM1 PAM: 7; CRFBP-R2 block: -4; M4 ag: 2; M4 PAM: 5; M4 antag: -2

Results for Cc1csc(NC(=O)CCC(=O)c2cccs2)n1 ?
CHRM5 PAM: 0; CHRM5 agonist: -1; CRFBP-R2 agonist: -0.5; CHRM5 antagonist: 1; CHRM1 PAM: -13; CRFBP-R2 block: 3; M4 ag: 0; M4 PAM: -12; M4 antag: 6

Results for CCOc1cc(N2CCOCC2)c(OCC)cc1NC(=O)COc1ncnc2ccc(Br)cc12 ?
CHRM5 PAM: 6; CHRM5 agonist: -1; CRFBP-R2 agonist: 0.9; CHRM5 antagonist: -2; CHRM1 PAM: 7; CRFBP-R2 block: 5; M4 ag: 1; M4 PAM: 18; M4 antag: 3

Results for COc1ccc(S(=O)(=O)N2CCCC(C(=O)NC3CCCC3)C2)cc1OC (configuration not stated) ?
CHRM5 PAM: -3; CHRM5 agonist: -2; CRFBP-R2 agonist: 0.6; CHRM5 antagonist: 5; CHRM1 PAM: 7; CRFBP-R2 block: 4; M4 ag: 4; M4 PAM: -5; M4 antag: -8

What do the screens show for `Cn1nc(-c2ccccc2)c2cc(C(=O)O)sc21`?
CHRM5 PAM: 1; CHRM5 agonist: -1; CRFBP-R2 agonist: 0.2; CHRM5 antagonist: -11; CHRM1 PAM: 2; CRFBP-R2 block: 5; M4 ag: 1; M4 PAM: 3; M4 antag: -4

What do the screens show for `CCOC(=O)C1=C(N)Oc2cc(C)oc(=O)c2C1c1cccnc1` (configuration not stated)?
CHRM5 PAM: 5; CHRM5 agonist: 3; CRFBP-R2 agonist: 0.4; CHRM5 antagonist: -3; CHRM1 PAM: 15; CRFBP-R2 block: 10; M4 ag: 1; M4 PAM: 5; M4 antag: 0

What do the screens show for `Cc1c(N=C2N=C(NC(=O)c3cccs3)c3ccccc32)c(=O)n(-c2ccccc2)n1C`?
CHRM5 PAM: 8; CHRM5 agonist: 1; CRFBP-R2 agonist: 89*; CHRM5 antagonist: 1; CHRM1 PAM: 5; CRFBP-R2 block: -66; M4 ag: 2; M4 PAM: -2; M4 antag: 1

How did COc1ccc(C(=O)c2ccc(N(C)C)cc2)c(OC)c1 do in these assays?
CHRM5 PAM: -5; CHRM5 agonist: -1; CRFBP-R2 agonist: -1.1; CHRM5 antagonist: 10; CHRM1 PAM: 1; CRFBP-R2 block: 21; M4 ag: 0; M4 PAM: -2; M4 antag: 7

Screens (PubChem)
